Screening data deposited in PubChem BioAssay by several laboratories.
BoNT A protease = BoNT A light chain protease inhibition. AID 588499. multiplex microsphere protease substrate cleavage, flow cytometry. inhibition, % at 10 µM. 360,000 tested, 0.17% active; also: plate controls were buffer without enzyme for full effect and enzyme alone for no effect
BoNT-F LC inh = blocks Botulinum neurotoxin F light chain protease; inhibition, % at 10 µM; 360,000 tested, 0.22% active; AID 588497; Multiplex microsphere protease cleavage assay, flow cytometry; in the data active = inhibition above about 35%, passing the limit was not always enough; inconclusive = no clear call, values can overlap the other calls; also: plate controls were buffer without enzyme for full effect and enzyme alone for no effect
PfHsp40 rescue = restores yeast growth despite PfHsp40 toxicity. AID 504582. growth rescue, % at 12.5 µM. S. cerevisiae expressing PfHsp40, growth rescue, ATP luminescence. 340,000 tested, 0.68% active; in the data active = growth rescue above about 28%, passing the limit was not always enough; inconclusive = no clear call, values can overlap the other calls;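 also: yeast W303a lacking pdr1 and pdr3 grown in galactose medium; growth measured after three days at 30 °C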
FadD28 FP inh = M. tuberculosis FadD28 bisubstrate binding inhibition; FadD28 bisubstrate probe binding, fluorescence polarization; inhibition, % at 12.5 µM; 360,000 tested, 0.22% active; in the data active = inhibition above about 8.5%, passing the limit was not always enough; inconclusive = no clear call, values can overlap the other calls
CCHFV vOTU inh = CCHFV vOTU protease inhibition | Pep-AMC fluorescence | inhibition, % at 11.5 µM | 370,000 tested, 0.55% active | AID 651958; in the data active = inhibition above about 30%; also: 0% = vehicle wells with enzyme and 100% = no enzyme wells
Anthrax LF prot = anthrax lethal factor protease inhibition; inhibition, % at 10 µM; AID 588501; multiplex microsphere protease cleavage assay, LF; 360,000 tested, 0.12% active; also: plate controls were buffer without enzyme for full effect and enzyme alone for no effect
Target sequence (P15917 whole entry, looked up): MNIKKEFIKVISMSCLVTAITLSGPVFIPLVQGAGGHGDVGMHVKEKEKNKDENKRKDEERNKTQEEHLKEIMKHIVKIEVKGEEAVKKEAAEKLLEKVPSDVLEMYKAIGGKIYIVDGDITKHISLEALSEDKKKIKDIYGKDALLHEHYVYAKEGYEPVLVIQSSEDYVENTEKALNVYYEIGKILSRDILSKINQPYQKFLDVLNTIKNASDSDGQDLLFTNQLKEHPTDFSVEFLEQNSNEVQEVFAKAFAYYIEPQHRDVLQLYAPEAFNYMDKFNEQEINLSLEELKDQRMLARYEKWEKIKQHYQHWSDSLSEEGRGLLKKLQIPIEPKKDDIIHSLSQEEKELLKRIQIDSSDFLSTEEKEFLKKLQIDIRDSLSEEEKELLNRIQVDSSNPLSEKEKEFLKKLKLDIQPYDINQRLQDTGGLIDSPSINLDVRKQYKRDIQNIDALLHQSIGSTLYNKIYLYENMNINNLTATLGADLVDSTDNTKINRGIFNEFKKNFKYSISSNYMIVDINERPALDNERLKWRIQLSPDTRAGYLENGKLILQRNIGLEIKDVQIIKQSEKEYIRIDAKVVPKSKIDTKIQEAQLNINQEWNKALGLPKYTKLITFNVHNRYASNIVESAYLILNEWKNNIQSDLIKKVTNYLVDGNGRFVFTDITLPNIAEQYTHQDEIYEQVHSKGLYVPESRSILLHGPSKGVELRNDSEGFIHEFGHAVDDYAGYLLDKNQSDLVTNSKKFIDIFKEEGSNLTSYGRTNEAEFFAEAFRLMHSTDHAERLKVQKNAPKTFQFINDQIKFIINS
Y pestis TopoI = blocks Yersinia pestis topoisomerase I activity. Y. pestis Topo-I cleavage product accumulation, plate reader. activity, % at 10 µM. 360,000 tested, 0.064% active. AID 504884; in the data active = activity above about 50%, passing the limit was not always enough; inconclusive = no clear call, values can overlap the other calls; also: inactives centre near 2
PrPC TRFRET = reduces human prion protein on the cell surface; P04156; cell surface PrPC, TR-FRET read-out; inhibition, % at 13.8 µM; 370,000 tested, 0.43% active; in the data active = inhibition above about 24%; also: 0% = median of the test wells and 100% = reference compound wells
TcdB inh = inhibitors of Clostridioides difficile toxin B glycohydrolase. P18177. TcdB glycohydrolase enzymatic assay, plate reader. inhibition, % at 9.99 µM. 350,000 tested, 0.24% active. AID 652162; in the data active = inhibition above about 10%
* hit, by the source's call; ? = inconclusive; . = no result given. Rule as the data show it, unless noted: active = inhibition above about 30%; inconclusive = no clear call, values can overlap the other calls; inactive = below that.

SMILES	BoNT A protease	BoNT-F LC inh	PfHsp40 rescue	FadD28 FP inh	CCHFV vOTU inh	Anthrax LF prot	Y pestis TopoI	PrPC TRFRET	TcdB inh
CCCC1=Nc2cc(C(=O)NCc3ccco3)ccc2Sc2ccccc21	-2.5	-12	10	-1.6	-9	-9	26	8	.
CCOC(=O)c1ccccc1NC(=O)c1cccc(F)c1	-0.3	-6	-0.6	-3.5	16	-1	-6	-11	.
O=C(Nc1ccc2nc(-c3ccccc3)[nH]c2c1)c1ccco1	0.5	-24	-0.8	-7.6	-3	-3	4	-12	.
COc1nc(C)ccc1-c1noc(-c2ccco2)n1	0.4	0	0.2	-5.4	8	-6	2	5	.
CC(=O)Nc1cccc(-c2ccnc3c2CC(C(=O)NCc2cccnc2)O3)c1 (stereo not given)	-0.3	-4	.	-4.0	0	0	1	-5	-0.5
CC(C)CC(N)c1csc(Nc2cnccn2)n1 (stereo not given)	-0.2	-2	.	-1.1	11	4	6	31*	0.8
CCCNC(=O)CS(=O)Cc1nc(-c2cccc(OC)c2)oc1C (stereo not given)	0.5	-3	-1.5	-0.6	1	-5	5	2	0.2
CCOC(=O)C1=C(C)NC(=O)NC1c1ccc(OC)c(CN2CCOCC2)c1 (stereo not given)	1.3	31	-1.0	-1.3	0	2	-2	0	.
CCN(CC)c1ccc(-c2nn3c(-c4cccnc4)nnc3s2)cc1	3.2	6	0.3	1.3	-7	2	27	8	.
N#C/C(=C\c1ccc(O)cc1)c1nc2ccccc2o1	0.0	-2	0.3	-1.7	2	-9	-1	-4	0.1
CSc1ccc(S(=O)(=O)NCc2ccc(C)cc2)cc1	-1.1	-1	4.5	0.1	3	0	-13	8	.
COc1ccc(CCNC(=O)CSc2nnc(-c3ccccc3)c3ccccc23)cc1OC	0.6	3	-1.1	1.2	2	-1	1	4	.
O=S(=O)(c1ccccc1)c1nc(NCc2ccccc2)sc1Cl	0.7	18	-0.2	1.1	14	1	27	3	1.2
Cc1ccc(OCCn2cnc3c(N)ncnc32)cc1	0.1	-2	-0.6	-2.6	-8	-1	-5	7	.
CN(Cc1ccc2c(c1)OCCO2)C(=O)CN1C(=O)NC2(CCCCC2)C1=O	-1.8	-6	0.3	0.0	-3	-1	5	2	-0.2
COc1cc(CC(=O)OCC(=O)Nc2sccc2C(N)=O)cc(OC)c1OC	-0.5	-1	-1.2	-2.7	4	-7	5	13	1.3
O=C(O)CSc1c2c(nc3cc(C(=O)N4CCCC4)ccc13)CCCC2	0.7	1	1.1	-1.6	-13	6	5	-20	1.1
O=[N+]([O-])c1ccccc1S(=O)(=O)Nc1ccc(-c2ccc3nncn3n2)cc1	-2.1	-9	-0.4	0.0	14	-6	-6	-6	-1.9
CC1CCN(C(=O)Cn2c(=O)c3cccn3c3ccccc32)CC1	1.3	2	-1.8	-2.0	-2	-2	-1	0	0.1
CCCN1CCC(NCc2cn(C)nc2-c2ccc(Oc3ccccc3)cc2)CC1	0.7	-7	-1.3	-3.0	-9	-6	2	-15	0.9
Cc1ccccc1-c1nc(CN(Cc2c(C)nn(C)c2C)C2CC2)c(C)o1	-0.7	-7	0.3	-1.7	8	-8	20	4	0.2
O=Cc1ccc(OCc2ccc3ccccc3c2)cc1	-2.6	?	0.0	0.6	0	-4	-4	8	1.4
Cc1ccc(C(=O)N2CCCC(C(F)(F)F)C2)cc1S(=O)(=O)N1CCOCC1 (stereo not given)	2.9	0	-1.4	.	1	1	2	2	-0.4
Cc1ccc(C=Nc2ccc(N(C)C)cc2)o1	0.5	-79	-0.5	0.5	33*	-21	-9	-6	-10
Cn1cnnc1SC(C(=O)c1ccccc1)c1ccccc1 (stereo not given)	-0.1	1	?	-3.1	5	1	-6	6	.
C=CC[C@H]1CC(C)=C[C@H](CC=C)N1	-1.3	-2	0.1	-1.6	3	-4	-3	-3	0.4
COc1ccc(CCN(C)C(=O)c2cc(-c3ccc(C)cc3)nc3ccccc23)cc1OC	-0.4	-4	-1.8	-3.7	-4	6	-3	-4	-0.6
O=C(NCC(=O)N(CC1CCCO1)C(C(=O)NC1CCCC1)c1cccnc1)c1ccco1 (stereo not given)	-0.1	20	-1.3	1.6	5	-5	-1	0	.
O=C(O)CCCc1nc(-c2ccccc2)no1	-0.2	-2	4.0	?	-2	-3	4	-2	.
COc1cccc(N(C(=O)c2snc(C(N)=O)c2N)C(C(=O)NCC2CCCO2)c2c[nH]c3ccccc23)c1 (stereo not given)	3.1	-12	-1.6	-1.2	-14	-3	25	-3	0.5
Cc1c(Cl)cccc1S(=O)(=O)Nc1ccnn1C	-1.4	0	0.1	-1.6	-13	6	-2	-3	-0.4
COc1ccccc1OCC(=O)N/N=C1\CCCCc2ccccc21	-0.3	-5	-2.0	-2.4	-5	-4	3	-2	-0.2
COc1ccc(/C=C2\C(=O)NC(=S)N(C)C2=O)cc1C	1.0	11	-1.8	-1.8	-6	0	-16	-1	0.3
Cc1ccc(-c2nc3cccnc3s2)cc1NS(C)(=O)=O	0.7	1	1.9	-2.5	14	1	4	2	-7.2
COc1ccccc1N1C(=O)C2CC(C)=C(C)CC2C1=O (stereo not given)	-0.2	0	6.0	-1.9	-1	-2	-3	-1	.
O=C(CCSc1nnc2scc(-c3ccccc3)n12)Nc1nc(-c2ccccc2)ns1	?	?	0.8	1.1	-5	?	15	-12	.
CC(=O)c1cc2c(cc1NC(=O)CN1CCCCCC1)OCO2	-0.1	-2	-0.4	-4.4	7	-1	9	-9	.
COc1ccc(C2CC(c3ccc(Cl)cc3Cl)Nc3nc(N)nn32)cc1 (stereo not given)	-0.2	-2	12	-4.1	-2	-5	10	-1	2.2
C#CCOCCOCCOCCNc1nc(N2CCOCC2)nc(N2CCN(C(=O)[C@H](C)n3cc(CCCN=C(N)N)nn3)CC2)n1	0.4	-8	-2.0	-2.5	-6	5	-4	-3	-0.1
CCCCCCCNC(=O)COc1ccc2c(c1)C(=O)CC(C)(C)O2	0.2	0	-0.8	-2.4	-68	-2	29	-1	.
CCOC(=O)Nc1nc2ccccc2s1	0.8	21	1.5	-1.8	-10	4	-2	-7	.
COc1ccc(OCCSc2nnc(CCNC(=O)c3ccc(Cl)c(Cl)c3)n2C)cc1	2.6	1	-0.2	-1.4	2	-11	-10	3	-0.1
CC(=O)c1ccc(NC(=O)c2ccc(-n3cnnn3)cc2)cc1	-2.8	-11	0.2	0.2	-5	?	3	4	0.5
O=S(=O)(c1cccc2cccnc12)n1cnc2ccccc21	-0.7	-6	-2.5	-0.4	15	-4	11	1	.
Cc1cccc(OCC(=O)NNC(=O)C2CCN(c3ncnc4sc(C)c(C)c34)CC2)c1	-1.3	1	-0.5	-1.3	-4	-2	10	11	2.1
Cc1ccc2c(c1)N(C(=O)CCC(=O)NCCCN1CCN(C)CC1)CC(C)O2 (stereo not given)	-0.5	-3	0.6	0.4	-9	1	-3	-1	0.7
O=C(NCCCN1CCCC1=O)[C@H](CSCc1ccccc1)N1Cc2ccccc2C1=O	0.0	-1	-0.5	0.1	-7	-2	17	6	-1.1
COc1cccc(NC(=O)c2ocnc2C)c1	1.5	-4	0.4	-1.2	2	-1	-7	-2	.

Rewritten with values under each structure: entries from further up
Values run as follows: BoNT A protease, BoNT-F LC inh, PfHsp40 rescue, FadD28 FP inh, CCHFV vOTU inh, Anthrax LF prot, Y pestis TopoI, PrPC TRFRET, TcdB inh
CC1CCN(C(=O)Cn2c(=O)c3cccn3c3ccccc32)CC1
    1.3, 2, -1.8, -2.0, -2, -2, -1, 0, 0.1
CCCN1CCC(NCc2cn(C)nc2-c2ccc(Oc3ccccc3)cc2)CC1
    0.7, -7, -1.3, -3.0, -9, -6, 2, -15, 0.9
Cc1ccccc1-c1nc(CN(Cc2c(C)nn(C)c2C)C2CC2)c(C)o1
    -0.7, -7, 0.3, -1.7, 8, -8, 20, 4, 0.2
O=Cc1ccc(OCc2ccc3ccccc3c2)cc1
    -2.6, ?, 0.0, 0.6, 0, -4, -4, 8, 1.4

Other records follow:
SMILES	BoNT A protease	BoNT-F LC inh	PfHsp40 rescue	FadD28 FP inh	CCHFV vOTU inh	Anthrax LF prot	Y pestis TopoI	PrPC TRFRET	TcdB inh
COc1ccc(N2CC(C(=O)Nc3ccncc3)CC2=O)cc1 (stereo not given)	5.9	11	0.5	-3.7	18	9	10	-11	-0.3
CCC(C(=O)Nc1nc(C)c(C(=O)OC)s1)c1ccccc1 (stereo not given)	-0.2	-4	0.8	-0.8	-12	-2	2	6	0.8
O=C1Nc2ccccc2/C1=N\N1CCOCC1	.	.	0.2	-0.5	3	.	-8	-7	1.1
O=C(NCCc1ccccn1)c1cc(-c2ccccc2Cl)nc2ccccc12	-0.7	-3	0.1	-3.1	-6	0	2	-8	.
CCOC(=O)C1CCCN(S(=O)(=O)c2ccc3ccccc3c2)C1 (stereo not given)	0.9	-2	0.7	-0.3	.	-2	32	.	.
O=C(OCc1nnc(-c2ccccc2)o1)c1ccco1	-0.5	15	-0.4	-0.7	10	-1	1	12	.
N#C/C(C(=O)NCc1ccccc1)=C1/N=C(NC(=O)c2ccco2)c2ccccc21	0.3	5	-0.8	-3.8	-8	-4	-3	6	-0.4
COc1cc(N)c(Cl)cc1C(=O)OCC(=O)NCc1cccs1	-1.8	12	-0.1	-0.7	-7	0	-1	-10	0.3
Cc1ccc(CN(C)C(=O)c2cccc(S(=O)(=O)N3CCCC3)c2)cc1	2.7	4	-0.5	.	-6	1	5	6	0.4
Clc1ccc(/C=C/c2nc3ccccc3[nH]2)c(Cl)c1	1.6	2	-0.4	-1.2	-104	-4	5	1	.
COc1ccc(/C(C)=N/NC(=O)C(NC(=O)c2ccccc2)c2n[nH]c(=O)c3ccccc23)c(OC)c1 (stereo not given)	-0.1	6	-0.8	-1.5	0	-10	1	6	1.7
O=C(NNc1nc(-c2ccc(F)cc2)cs1)c1ccccc1	-2.2	-8	0.0	0.1	-7	-8	-7	7	-0.5
CCc1nc(SCC(=O)Nc2nnc(CC(C)C)s2)n[nH]1	-2.0	-8	-0.1	-0.4	-4	-1	9	-2	-0.6
Fc1ccc(CSc2ncnc3nc[nH]c23)cc1	-0.3	-4	-0.3	-5.0	13	-1	7	15	0.6
CCOC(=O)C1CCN(CC(=O)Nc2c(C(=O)OC)[nH]c3ccc(Cl)cc23)CC1	0.0	-6	2.4	-1.2	2	-5	10	-1	.
COc1ccccc1NS(=O)(=O)c1cc(NC(=O)CNC(=O)c2ccc(C)s2)ccc1Cl	-1.6	-10	3.0	0.3	11	0	5	1	-0.4
O=C(NN1C(=O)NC2(CCCCC2)C1=O)c1cc(F)cc(F)c1	2.1	7	-1.1	-0.4	3	5	0	4	0.5
Cn1cc(CNC(=O)C2CCC(=O)N(Cc3cccc(C(F)(F)F)c3)C2)cn1 (stereo not given)	-0.2	-15	11	-1.4	13	0	6	-5	1.7
Cc1ccc(N/C=C2\CCCCC2=O)c(C)c1	0.2	-4	0.6	-2.1	-5	0	-1	-4	0.5
CCCOc1ccc(F)cc1-c1cc(C(=O)Nc2ccc(OC)cc2OC)[nH]n1	-0.4	-6	.	-2.6	-3	-4	1	-3	0.5
Cc1ccc(S(=O)(=O)N2CCCCC2)cc1NC(=O)COC(=O)c1cccc(O)c1	0.5	-1	.	-2.0	-5	-4	-1	3	-0.2
Cc1c(NC(=O)c2ccc(C(=O)Nc3c(C)n(C)n(-c4ccccc4)c3=O)cc2)c(=O)n(-c2ccccc2)n1C	.	.	-0.3	-1.2	-3	.	-12	7	-0.9
Cn1nc(-c2ccccc2)c(CSc2ccccc2)c1Cl	-0.2	-2	1.3	1.8	23	-4	8	-4	.
CCCCc1cc(=O)oc2cc(OCC(=O)Nc3ccccn3)ccc12	1.3	3	2.2	-3.8	8	-2	-8	7	-1.2
COc1ccc(CNC(=O)C2CC(=O)N(C3CCCC3)C2)cc1 (stereo not given)	0.0	0	-0.3	0.5	-2	-1	-3	1	0.2
Clc1ccc(Cc2nn3c(Cn4nnc5ccccc54)nnc3s2)cc1	0.2	-1	-0.3	-1.0	0	-14	29	6	.
Cc1cc(Cl)ccc1N(CC(=O)N=Nc1c(O)[nH]c2ccccc12)S(C)(=O)=O	0.1	15	1.1	-2.1	3	2	4	-4	.
CC(=O)Oc1ccc(Nc2ccccc2)cc1	0.1	-6	0.5	-1.1	-8	0	-6	12	1.9
